hIAP act – increases human intestinal alkaline phosphatase activity | activation factor at 10 µM | hit rate 0.16% among 330,000 | purified human IAP, CDP-Star luminescence, 30 min; hits give high values; 1 = vehicle-only enzyme, 0 = enzyme-free background;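 active = activation factor of the enzyme at least 2-fold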; also: the source names both 10 and 20 µM as test concentration; values of inactives mirror those of a sister screen read the other way
PfGluPho inh – PfG6PD (Plasmodium falciparum) enzyme inhibition. inhibition, % at 20 µM. AID 504690. PfGluPho enzyme, NADPH resazurin-diaphorase fluorescence. hit rate 0.78% among 350,000;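 active = inhibition reaching at least a set limit at 20 µM in the primary screen, cut at about 59% in these data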;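 also: 0% = DMSO wells with substrate and 100% = DMSO wells lacking glucose-6-phosphate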
hIAP inh – human IAP inhibition; P09923; inhibition, % at 10 µM; hit rate 0.12% among 330,000; purified IAP, CDP-Star luminescence, 30 min;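 active = inhibition reaching a set limit with compound at 10 µM in the primary screen, cut at about 35% in these data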;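 also: plate controls were DMSO wells with enzyme for no effect and no-enzyme buffer wells for full effect; values of inactives mirror those of a sister screen read the other way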
ATG4B inhibitor – inhibitors of human ATG4B cysteine protease; Q9Y4P1; ATG4B cleavage of LC3-PLA2, NBD-HPC fluorescence, 1 h; inhibition, % at 8.33 µM; hit rate 0.51% among 340,000; AID 504462; in the data active = inhibition above about 40%
Target sequence (Q9Y4P1 whole entry, looked up): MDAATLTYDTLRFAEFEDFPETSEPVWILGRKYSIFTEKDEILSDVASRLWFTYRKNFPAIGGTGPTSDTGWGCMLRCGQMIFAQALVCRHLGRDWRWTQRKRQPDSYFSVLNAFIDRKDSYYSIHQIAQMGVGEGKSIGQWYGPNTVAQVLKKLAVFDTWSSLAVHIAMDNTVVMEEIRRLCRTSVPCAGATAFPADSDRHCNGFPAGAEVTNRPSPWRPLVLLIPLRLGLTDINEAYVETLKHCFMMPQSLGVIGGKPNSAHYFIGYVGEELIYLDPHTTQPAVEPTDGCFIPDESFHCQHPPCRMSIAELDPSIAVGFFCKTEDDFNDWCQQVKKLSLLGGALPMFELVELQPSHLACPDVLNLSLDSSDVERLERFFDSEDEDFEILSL
HKDC1 inh – blocks human hexokinase HKDC1 activity | hit rate 0.16% among 340,000 | Q2TB90 | recombinant HKDC1, G6PDH/diaphorase resazurin coupled fluorescence | inhibition, % at 20 µM;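 active = inhibition above about 35% when tested at 20 µM, limit read from the data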;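 also: plate controls were DMSO wells with enzyme for no effect and DMSO wells lacking enzyme for full effect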
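Test system: Recombinant HKDC1 (HK5) hexokinase enzyme, produced in-house | Input: HKDC1 at 5 µg/mL | Buffer or medium: Tris pH 8.0 buffer with MgCl2, Tween-20, BSA, BME | Schedule: 90 min reaction incubation at room temperature, dark | Technique: Resazurin-to-resorufin fluorescence via G6PDH and diaphorase coupling, 525/613 nm | Controls: DMSO wells with and without enzyme mix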
mIAP activ – increases mouse intestinal alkaline phosphatase activity | muIAP, CDP-Star luminescence, 30 min; hits give high values; 1 = vehicle-only enzyme signal, 0 = enzyme-free wells | activation factor at 10 µM | hit rate 0.24% among 330,000;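 active = activation factor of at least 2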; also: the source names both 10 and 20 µM as test concentration; values of inactives mirror those of a sister screen read the other way
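System: Mouse IAP enzyme | Also added: CDP-Star substrate | Dosing: Compounds dispensed in DMSO | Schedule: 30 min enzyme-substrate-compound incubation at room temperature | Technique: Chemiluminescence readout | Control set: DMSO-only wells and no-enzyme negative control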
A3A deaminase – blocks human APOBEC3A ssDNA deamination; inhibition, % at 20 µM; P31941; recombinant A3A, FAM/TAMRA ssDNA deamination fluorescence; AID 493011; hit rate 0.41% among 330,000;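 active = at least 40% inhibition at 20 µM here, with at most 30% in a related deaminase screen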;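 also: plate controls were A3A with DMSO for no effect and wells lacking A3A enzyme for full effect; some results filed as inactive read as strong as hits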
Target sequence (P31941 whole entry, looked up): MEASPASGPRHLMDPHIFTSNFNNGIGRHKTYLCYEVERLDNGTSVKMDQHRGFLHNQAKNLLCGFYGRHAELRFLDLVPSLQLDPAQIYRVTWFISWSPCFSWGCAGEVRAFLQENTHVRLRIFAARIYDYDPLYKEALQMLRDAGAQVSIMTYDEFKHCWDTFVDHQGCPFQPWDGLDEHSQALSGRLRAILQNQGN
mIAP block – blocks mouse intestinal alkaline phosphatase; purified mouse IAP, CDP-Star luminescence, 30 min; inhibition, % at 10 µM; hit rate 0.2% among 330,000; AID 2806;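 active = inhibition of at least 40% at 10 µM in the primary screen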;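 also: plate controls were DMSO with enzyme for no effect and no enzyme wells for full effect; values of inactives mirror those of a sister screen read the other way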
An asterisk follows results filed as active; / = not tested or not shown.

#	canonical_smiles	hIAP act	PfGluPho inh	hIAP inh	ATG4B inhibitor
1	COc1ccc(C(=O)N/C(=C/c2cccnc2)C(=O)NCc2ccco2)cc1OC	0.94	-2	6	-6
2	CSCC(C)N1CCC(N2CCC(C(=O)NCc3ccccn3)CC2)CC1 (stereo not given)	1.1	-9	-8	-5
3	O=C(c1ccc(N2CCCCCC2)c([N+](=O)[O-])c1)N1CCc2ccccc21	0.97	/	3	/
4	Cc1cc(C)nc(NS(=O)(=O)c2ccccc2)n1	1.1	0	-11	-2
5	C/C(=N\NC(=O)C1CC1)c1ccc2c(c1)OCCO2	1	5	-1	-4
6	Cc1cccnc1NC(=O)COc1ccc2oc3c(c2c1)CCCC3	1	-9	-3	-3
7	N#C/C(=N\Nc1ccccc1)C(=N)N1CCCCCC1	1.1	9	-12	-4
8	O=C(COC(=O)c1ccccc1C(=O)c1ccccc1)c1ccco1	0.89	7	11	-5

#	HKDC1 inh	mIAP activ	A3A deaminase	mIAP block
1	-3	0.93	1	7
2	2	1.1	-5	-11
3	/	0.96	5	4
4	5	1.1	5	-7
5	-10	1.1	-8	-8
6	6	0.95	-2	5
7	4	0.96	-4	4
8	-5	0.94	-2	6

Other structures:
#	canonical_smiles	hIAP act	PfGluPho inh	hIAP inh	ATG4B inhibitor
9	CCCCn1c(SCC(=O)N2CCCC2=O)nc2cc(S(N)(=O)=O)ccc21	1.1	6	-13	-13
10	NS(=O)(=O)c1ccc(CCn2c(=S)[nH]c3ccccc3c2=O)cc1	0.95	5	5	-3
11	COc1ccc(NC(=O)c2cc(-c3ccc4c(c3)OCO4)on2)cc1OC	1	-7	0	3
12	Cc1sc2ncn(CC(=O)N3CCCC(C)C3)c(=O)c2c1S(=O)(=O)N1CCCCC1 (stereo not given)	1	-5	-1	-6
13	CCOC(=O)c1cnc(SCC(=O)c2ccccc2)nc1N	0.65	48	35*	-6
14	O=C(CO/N=C/c1ccccc1O)NNC(=O)c1ccccc1Cl	1	-16	-3	-2
15	OC(CN1c2ccccc2Sc2ccccc21)Cn1nnc2ccccc21 (stereo not given)	0.96	25	4	44*
16	CN(C(=O)c1cccc(C(=O)N(C)c2ccccc2)c1)c1ccccc1	0.94	-8	6	4

#	HKDC1 inh	mIAP activ	A3A deaminase	mIAP block
9	-6	1	0	-2
10	-4	0.94	4	6
11	-4	0.95	-6	5
12	-3	1.1	0	-6
13	-9	0.96	-3	4
14	5	0.68	-7	32
15	7	1.1	-3	-7
16	-3	0.87	-7	13

(further entries)
#	canonical_smiles	hIAP act	PfGluPho inh	hIAP inh	ATG4B inhibitor
17	COc1ccccc1C(=O)NCC(=O)OCc1ccc(Br)cc1	1	23	-3	-6
18	CCN(CC)CCCNC(CC(=O)Nc1cccc([N+](=O)[O-])c1)C(=O)O (stereo not given)	0.99	2	1	6
19	CCOC(=O)CC1COCCN1Cc1cn[nH]c1-c1ccc2c(c1)OCO2 (stereo not given)	1.1	-2	-7	-7
20	COC(=O)c1ccc(Cn2nc(-c3ccc(C)cc3)ccc2=O)cc1	0.84	7	16	-14
21	Cc1ccc(CN2C(=O)CSc3ccc(C(=O)NCCN4CCOCC4)cc32)cc1	1.1	5	-15	0
22	FC(F)(F)c1cc(-c2ccco2)nc(N2CCN(Cc3ccccc3)CC2)n1	0.97	18	3	-5
23	O=C(NN=C1CCCC1)c1n[nH]c2c1CCC2	1.1	-4	-13	-1
24	Oc1ccc(/C=N/Nc2ncnc3c2ncn3Cc2ccccc2)cc1O	1.3	-9	-35	-12

#	HKDC1 inh	mIAP activ	A3A deaminase	mIAP block
17	-8	1	-2	-1
18	-11	0.87	5	13
19	-3	1.1	-6	-8
20	-5	0.97	-3	3
21	-7	1.1	-2	-5
22	-6	1	1	-1
23	-1	0.98	-4	2
24	6	0.73	12	27

Ordered by length of the SMILES (falling): part of the list above.
#	canonical_smiles	hIAP act	PfGluPho inh	hIAP inh	ATG4B inhibitor
12	Cc1sc2ncn(CC(=O)N3CCCC(C)C3)c(=O)c2c1S(=O)(=O)N1CCCCC1 (stereo not given)	1	-5	-1	-6
18	CCN(CC)CCCNC(CC(=O)Nc1cccc([N+](=O)[O-])c1)C(=O)O (stereo not given)	0.99	2	1	6
21	Cc1ccc(CN2C(=O)CSc3ccc(C(=O)NCCN4CCOCC4)cc32)cc1	1.1	5	-15	0
22	FC(F)(F)c1cc(-c2ccco2)nc(N2CCN(Cc3ccccc3)CC2)n1	0.97	18	3	-5
10	NS(=O)(=O)c1ccc(CCn2c(=S)[nH]c3ccccc3c2=O)cc1	0.95	5	5	-3
16	CN(C(=O)c1cccc(C(=O)N(C)c2ccccc2)c1)c1ccccc1	0.94	-8	6	4
20	COC(=O)c1ccc(Cn2nc(-c3ccc(C)cc3)ccc2=O)cc1	0.84	7	16	-14
8	O=C(COC(=O)c1ccccc1C(=O)c1ccccc1)c1ccco1	0.89	7	11	-5
15	OC(CN1c2ccccc2Sc2ccccc21)Cn1nnc2ccccc21 (stereo not given)	0.96	25	4	44*
14	O=C(CO/N=C/c1ccccc1O)NNC(=O)c1ccccc1Cl	1	-16	-3	-2

#	HKDC1 inh	mIAP activ	A3A deaminase	mIAP block
12	-3	1.1	0	-6
18	-11	0.87	5	13
21	-7	1.1	-2	-5
22	-6	1	1	-1
10	-4	0.94	4	6
16	-3	0.87	-7	13
20	-5	0.97	-3	3
8	-5	0.94	-2	6
15	7	1.1	-3	-7
14	5	0.68	-7	32

#	canonical_smiles	hIAP act	PfGluPho inh	hIAP inh	ATG4B inhibitor
17	COc1ccccc1C(=O)NCC(=O)OCc1ccc(Br)cc1	1	23	-3	-6
13	CCOC(=O)c1cnc(SCC(=O)c2ccccc2)nc1N	0.65	48	35*	-6
7	N#C/C(=N\Nc1ccccc1)C(=N)N1CCCCCC1	1.1	9	-12	-4
23	O=C(NN=C1CCCC1)c1n[nH]c2c1CCC2	1.1	-4	-13	-1

#	HKDC1 inh	mIAP activ	A3A deaminase	mIAP block
17	-8	1	-2	-1
13	-9	0.96	-3	4
7	4	0.96	-4	4
23	-1	0.98	-4	2

Next section
#	canonical_smiles	hIAP act	PfGluPho inh	hIAP inh	ATG4B inhibitor
25	CC1=C(C(=O)OC(C)C)C(c2ccc3c(c2)OCO3)NC(=O)N1 (stereo not given)	0.86	-4	14	0
26	Cc1ccccc1Nc1nc(CSc2nnc(-c3ccoc3C)n2C)cs1	0.89	48	11	-2
27	COc1ccccc1NC(=S)N1CCN(C(=O)c2ccco2)CC1	0.89	-14	11	10
28	CCc1noc(C)c1C(=O)N1CCCSC1=Nc1ccccc1	0.9	-13	10	-3
29	Cc1ccc(S(=O)(=O)N2CCN(C(=O)CCC(=O)Nc3ccc(F)cc3F)CC2)cc1	0.87	-1	13	-7
30	Nc1ccc(Oc2ccc(F)cc2)nc1	1	10	0	-3
31	COC(=O)CCSCC(=O)Nc1ccc(S(=O)(=O)N2CCOCC2)cc1OC	1.1	-3	-9	-5
32	COc1ccccc1C(CNC(=O)CN(C)S(=O)(=O)c1ccc(C)cc1)N1CCCC1 (stereo not given)	1.1	9	-6	3

#	HKDC1 inh	mIAP activ	A3A deaminase	mIAP block
25	4	0.98	-3	2
26	0	0.86	-3	14
27	0	1	0	-2
28	-6	1	-1	-2
29	5	0.97	-5	3
30	-1	0.98	-2	2
31	-4	0.89	5	11
32	-2	1	0	-3

The list goes on.
#	canonical_smiles	hIAP act	PfGluPho inh	hIAP inh	ATG4B inhibitor
33	O=C1c2ccccc2C(=O)N1n1c(=O)[nH]c2ccccc2c1=O	1	6	-4	5
34	COc1ccccc1NS(=O)(=O)/C=C/c1ccccc1	0.91	-4	9	-7
35	CCCN(C(=O)Cc1nc(N)n[nH]1)C1(C(=O)Nc2c(C)cccc2C)CCCCC1	0.92	-4	8	6
36	COc1ccc(NC(=O)NNC(=O)c2ccc3ccccc3c2)cc1OC	1.1	-1	-11	5
37	O=C(O)c1cc2sccc2s1	0.97	-26	3	-1
38	COc1cccc(NC(=O)CCCn2c(=O)[nH]c3ccccc3c2=O)c1	0.84	5	16	-12
39	OC1(Cc2ccccc2)CCNCC1	1.1	-1	-8	8
40	Cc1ccc(NC(=O)CN(C)C(=O)COC(=O)c2ccc(Cl)cc2O)cc1	0.97	-11	3	0

#	HKDC1 inh	mIAP activ	A3A deaminase	mIAP block
33	-10	1.1	0	-8
34	2	0.97	-2	3
35	1	0.98	-4	2
36	0	1	-3	-2
37	-1	1	4	0
38	1	1.1	4	-8
39	0	1.1	-1	-14
40	2	1	-2	-2

The list continues.
#	canonical_smiles	hIAP act	PfGluPho inh	hIAP inh	ATG4B inhibitor
41	Cc1ccc(/C=C/C(=O)O)cc1S(=O)(=O)Nc1ccccc1C(=O)O	0.88	-6	12	-4
42	CCc1ccc(/C=N/NC(=O)C(=O)NCCCN2CCOCC2)cc1	1	-3	0	-6
43	NNc1ccc2c(C(F)(F)F)cc(C(F)(F)F)nc2n1	0.92	12	8	2
44	CN(C)CCCNC(CC(=O)Nc1cccc([N+](=O)[O-])c1)C(=O)O (stereo not given)	1.1	14	-9	8
45	COCCN(C(=O)Nc1ccccc1OC)c1nc2ccccc2s1	0.98	15	2	-4
46	COc1ccccc1N1CC(C(=O)Nc2ccc(S(=O)(=O)N3CCCC3)cc2)CC1=O (stereo not given)	1	1	-2	-10
47	CCOc1ccc2ccccc2c1CNc1nnnn1C	1	-13	-1	-4
48	O=C(COC(=O)c1ccc(Sc2ccccc2)c([N+](=O)[O-])c1)NC1CCCc2ccccc21 (stereo not given)	0.93	-3	7	-9

#	HKDC1 inh	mIAP activ	A3A deaminase	mIAP block
41	-9	0.97	3	3
42	-11	1.1	-2	-13
43	-8	0.85	-1	15
44	-2	0.92	3	8
45	-3	0.94	-4	6
46	-4	0.96	2	4
47	-8	1	1	0
48	-2	0.89	4	11

(listing goes on)
#	canonical_smiles	hIAP act	PfGluPho inh	hIAP inh	ATG4B inhibitor
49	CCc1ccc2[nH]c(=O)c(CN(CCN(C)C)C(=O)Nc3ccccc3OC)cc2c1	1.1	-3	-9	-6
50	O=C(Nc1nccs1)c1ccc(Br)cc1	1.2	25	-16	-4
51	COc1cccc(S(=O)(=O)Nc2cccc(C(=O)N3CCCCCC3)c2)c1	1	-11	0	-3
52	CSCCC(NC(=O)c1ccco1)C(=O)Nc1ccncc1 (stereo not given)	1.1	5	-7	-2
53	CCC(C)NC(=O)c1cc2cc3ccc(OC)cc3nc2o1 (stereo not given)	1.1	18	-7	-8

#	HKDC1 inh	mIAP activ	A3A deaminase	mIAP block
49	0	1.1	-2	-12
50	-2	1	-5	-2
51	14	0.94	3	6
52	-5	1.1	2	-7
53	0	0.99	-2	1
